Bioassay records from PubChem.
aSyn yeast rescue: inhibitors of alpha-synuclein toxicity in yeast; S. cerevisiae alpha-synuclein toxicity rescue, BacTiter-Glo growth, 24 h; Potency, µM (titrated, usually from 46.1 µM), for inactives: top-dose growth rescue (activation), most hits filed as activators; 0.02% of 94,000 active; active means well fitted activation curve with a large enough effect; further: 0% is about no effect
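Growth restoration measured by BacTiter-Glo luminescence after 24 hr at 30 deg C; alpha-synuclein yeast, raffinose-pregrown to mid-log, were added at OD600=0.02 in galactose medium onto pinned compounds.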
The depositor's hits bear a star; [ ] = dose if it differs, or a comment. Potency means the concentration at half of the fitted maximal effect.

SMILES | aSyn yeast rescue
CCc1ccccc1N(CC(=O)NCc1ccccc1)C(=O)CCC(=O)Nc1ccccn1 | 1%
CC(=O)Nc1cccc(NC(=O)CSc2cn(CC(=O)N(C(C)C)C(C)C)c3ccccc23)c1 | 6%
CC1=C(C(=O)N(C)C)CC(CC(=O)NC2CC2)C(=O)N1Cc1ccc(C(C)(C)C)cc1 (stereo unspecified) | -9%
CN1CCN(c2ccc(Cl)cc2NC(=O)/C=C/c2ccc(F)cc2)CC1 | -5%
COc1ccc(C(=O)Nc2cc(-c3nc4ccccc4s3)ccc2OC)cc1 | -15%
O=C(CSc1cn(Cc2ccccc2)c2ccccc12)N1CCOCC1 | -2%
O=C(OCc1nnc(-c2ccccc2)o1)c1ccc([N+](=O)[O-])o1 | -29%
COc1cc(-c2nc3cccc(C)n3c2Nc2ccc3c(c2)OCCO3)ccc1O | -7%
COc1cc(C(=O)NCCc2csc(-c3ccc(Cl)cc3)n2)cc(OC)c1OC | 6%
COc1ccc(-n2c(Cc3cccn3C)nnc2SCC(=O)Nc2ccccc2F)cc1 | -8%
CCc1ccc(C(=O)NNc2cc(Cl)cc(Cl)c2)cc1 | 2%
CCc1ccc(CNC(=O)c2ccc3c(c2)nc2n3CCC(C)C2)cc1 (stereo unspecified) | 7%
O=C1NC(c2ccc(Cl)cc2)Nc2ccccc21 (stereo unspecified) | 9%
C=C(C)c1cccc(C(C)(C)NC(=O)N2CCN(c3ccccc3OC)CC2)c1 | 16%
Cc1sc2c(c1C)C(=O)NC(c1ccccc1F)N2 (stereo unspecified) | -16%
CCOc1ccccc1NC(=O)N1CCN(C)c2ncccc21 | -2%
Cc1ccc(CCNC(=O)C2CCCN(S(=O)(=O)c3ccc4c(c3)oc(=O)n4C)C2)cc1 (stereo unspecified) | -5%
FC(F)(F)c1ccc(N/N=C/c2cccnc2)nc1 | -6%
O=C(NCC(c1ccco1)N1CCCCC1)c1ccc(COc2ccc(Cl)cc2)cc1 (stereo unspecified) | 10%
COc1ccc(C)cc1NC(=O)c1oc2ccc(S(=O)(=O)N3CCOCC3)cc2c1C | -6%
CN1C(=O)C2CCCCN2c2ccc(C(=O)NCc3ccccc3Br)cc21 (stereo unspecified) | 4%
CCN(CC)S(=O)(=O)c1ccc2c(c1)N(CC(=O)Nc1c(C)cccc1C)C(=O)CO2 | -4%
Cc1cc(=O)n2nc(N3CCC(C(=O)NCc4ccc(Cl)cc4)CC3)sc2n1 | 6%
CN1C(=O)C2(SCC(=O)N2c2ccc(Cl)cc2)c2ccccc21 (stereo unspecified) | 0%
O=C(Nc1cc(C(F)(F)F)ccc1Cl)c1noc2c1CCCCC2 | -8%
CSc1nc2cc(C)nn2c(-c2ccccc2Cl)c1C#N | -3%
COc1cc(C(=O)CC2(O)C(=O)N(Cc3ccccc3Cl)c3ccccc32)cc(OC)c1OC (stereo unspecified) | -1%
CCc1ccc(NC(=O)CCNC(=O)Cn2cnc3ccccc3c2=O)cc1 | -6%
Cc1[nH]c2ccccc2c1SCc1nnc(SCc2ccc(Cl)cc2)n1C | -3%
O=C(Nc1ccc2c(c1)OCO2)c1ccc([N+](=O)[O-])cc1[N+](=O)[O-] | 5%
Cc1ccc2nc(NC(=O)CCn3c(=O)sc4ccccc43)sc2c1 | -6%
CC(=O)N/C(N)=N/c1nc2cc([N+](=O)[O-])ccc2o1 | -9%
CCN(CC)CCNC(=O)C1CCCN(c2nnc(C)c3c(C)n(-c4ccc(Cl)cc4)nc23)C1 (stereo unspecified) | 7%
CCc1noc(C)c1C(=O)Nc1nc2ccc(OC)cc2s1 | 0%
O=C(NCc1ccc(F)cc1)c1cc2ccccn2n1 | 8%
Cc1cccc(C)c1NC(=O)C1CCN(S(=O)(=O)c2cccc3nsnc23)CC1 | 2%
COc1ccc(CCNS(=O)(=O)c2ccc(N3CCCCS3(=O)=O)cc2)cc1 | -10%
O=C(Cn1c(=O)n(Cc2ccco2)c(=O)c2ccccc21)Nc1cccc(F)c1 | -6%
Cc1ccc(CNC(=O)C2COc3ccccc3C2)cc1 (stereo unspecified) | -12%
Cc1ccc(NC(=O)CN2C(=O)C(c3ccc(F)cc3)=NC2(C)C)c(C)c1 | 2%

Quoted at random: four entries already listed.
SMILES | aSyn yeast rescue
Cc1ccc(CNC(=O)C2COc3ccccc3C2)cc1 (stereo unspecified) | -12%
COc1ccc(CCNS(=O)(=O)c2ccc(N3CCCCS3(=O)=O)cc2)cc1 | -10%
Cc1ccc(NC(=O)CN2C(=O)C(c3ccc(F)cc3)=NC2(C)C)c(C)c1 | 2%
Cc1cccc(C)c1NC(=O)C1CCN(S(=O)(=O)c2cccc3nsnc23)CC1 | 2%

Remaining list, next part
SMILES | aSyn yeast rescue
Cc1cccc(C(=O)N2c3ncnn3C3(CCCCC3)[C@@H]3CCCC[C@@H]32)c1 | -8%
Cc1ccc(CN2CCc3nc(N4CCN(C)CC4)ncc3C2)cc1 | 5%
Oc1ccc(/C=C/c2cnccn2)cc1 | 14%
O=C(O)CNS(=O)(=O)c1ccc2c(c1)Cc1cc(S(=O)(=O)NCC(=O)O)ccc1-2 | -12%
Cc1ccc(C)c(N2CCN(c3nc4ccccc4c4nc(-c5cccnc5)nn34)CC2)c1 | -4%
CCCCOc1ccc(S(=O)(=O)Nc2ccc(-c3ccc(N4CCC(C)CC4)nn3)cc2)cc1 | -2%
COc1ccc(NC(=O)C2CCN(S(=O)(=O)c3cccc(-c4noc(C)n4)c3)CC2)cc1OC | -2%
Cc1ccc(C)c(OCc2n[nH]c(=S)o2)c1 | -8%
CN(Cc1ccccc1)C(=C(Cl)Cl)C(=C1NCCN1)[N+](=O)[O-] | -1%
O=C(CSc1nc2ncc(Cl)cc2[nH]1)c1c[nH]c2ccccc12 | -10%
CCOC(=O)c1cc2c(=O)n3ccccc3nc2n(C(C)C)c1=NC(=O)c1c(-c2ccccc2Cl)noc1C | -14%
C=CCC(CC=C)(CNC(=O)C(=O)Nc1ccc(C)cc1)c1ccccc1 | -9%
COc1cccc(NC(=O)CCN2C(=O)c3ccccc3Sc3ncccc32)c1 | -7%
CCN(CC)C(=O)C1=C(C)N(Cc2ccc(F)cc2)C(=O)C(CC(=O)NCc2ccco2)C1 (stereo unspecified) | 2%
CC(C)=C1SC(N2CCN(c3ccc(C)c(Cl)c3)CC2)=NC1=O | -7%
COc1ccc(OC)c(C(=O)/C=C/c2cccnc2)c1 | 5%

Reformatted: 4 of the compounds above.
> O=C(CSc1nc2ncc(Cl)cc2[nH]1)c1c[nH]c2ccccc12
  aSyn yeast rescue: -10%
> CCOC(=O)c1cc2c(=O)n3ccccc3nc2n(C(C)C)c1=NC(=O)c1c(-c2ccccc2Cl)noc1C
  aSyn yeast rescue: -14%
> C=CCC(CC=C)(CNC(=O)C(=O)Nc1ccc(C)cc1)c1ccccc1
  aSyn yeast rescue: -9%
> COc1cccc(NC(=O)CCN2C(=O)c3ccccc3Sc3ncccc32)c1
  aSyn yeast rescue: -7%

Going on with the list:
SMILES | aSyn yeast rescue
Cc1ccc(NC(=O)CCC(=O)c2cc(C)sc2C)nc1 | 3%
CCS(=O)(=O)c1ccc2oc(Nc3cc(Cl)ccc3OC)nc2c1 | 4%
CC(C)(C)OC(=O)N1CCC(c2c(C(=O)NC3CCCCC3)cnn2-c2cccc(F)c2)CC1 | -8%
O=C(O)c1cccc(-n2cnc3cccnc32)c1 | 1%
Cc1cc(C)cc(OCC(=O)N2CCC(c3nc4ccccc4o3)CC2)c1 | 7%
CC(C)(C)NC(=O)CSc1nnc(-c2ccccn2)n1Cc1ccccc1 | 3%
C#CCN(C[C@@H]1[C@@H](OC(=O)NCc2ccccc2)[C@@H](OC(=O)NCc2ccccc2)Cn2c(=O)n(CCCCCC)c(=O)n21)S(=O)(=O)c1ccc(C)cc1 | 3%
CN(C)CCC1c2ccc(Cl)cc2CCc2cccnc21 (stereo unspecified) (tested in a mixture with another compound) | -4%
O=C(CN1CCCN(S(=O)(=O)c2ccc(F)cc2)CC1)Nc1cccc(F)c1 | -13%
CCOc1ccc(CN(C(=O)c2cc(=O)c3cc(Cl)ccc3o2)C2CCS(=O)(=O)C2)cc1 (stereo unspecified) | 10%
O=C(CN1C(=O)CSc2ncccc21)Nc1cccc(Cl)c1 | 5%
CCC1(CC)NC(=O)N(CC(=O)OCC(=O)NC(=O)c2ccccc2OC)C1=O | -43%[inhibitor]
Cc1ccc(NC(=O)CSc2nc3c(oc4ccccc43)c(=O)n2Cc2ccco2)cc1F | 1%
Cc1ccccc1C(=O)Nc1sc2c(c1C(=O)N1CCC(C)CC1)CCCC2 | -8%
CCC12CN3CC(C)(CN(C1)C3c1c(C)[nH]c3ccccc13)C2=O (stereo unspecified) | -2%
Cc1cccc(OCCSc2nc3ccc(NC(=O)COc4ccccc4C)cc3s2)c1 | -6%
CCN1CCN(C(CC(C)C)c2nnnn2CS(=O)(=O)c2ccc(C)cc2)CC1 (stereo unspecified) | 7%
COc1ccc(N2CCN(C(=O)CNC(=O)c3cccc(Br)c3)CC2)cc1 | 2%
CCCCn1c2ccc(F)cc2c2nnc(SCCN3CCCCC3)nc21 | -1%
COC(=O)c1cc(NC(=O)c2cnc(SC)nc2-c2ccccc2)cc(C(=O)OC)c1 | 5%
C[C@H](CO)N1C[C@H](C)[C@@H](CN(C)C(=O)Nc2ccnc(N3CCOCC3)c2)OCc2cnnn2CCCC1=O | 2%
COc1ccc(-n2nnnc2C2CCN(S(=O)(=O)c3ccc(F)cc3Cl)CC2)cc1 | 6%
CCOC(=O)N1CCN(C(=O)c2cc(-c3ccncc3)nc3ccccc23)CC1 | -1%
Cc1cccc(C)c1NC(=O)N1CCC(C(=O)c2ccc(F)cc2)CC1 | -5%
Cc1c(S(=O)(=O)N2CCCC2)c(=O)n(C)c(=O)n1C | -11%
Cc1ccc(S(=O)(=O)N2CCN(C(=O)CSc3nncs3)CC2)cc1 | -2%
CC(/C=C/C=C/c1ccccc1)=N\NC(=O)c1cccnc1 | -8%
CCOC(=O)c1c(C)oc2nc(C)nc(NCCc3ccc(C)cc3)c12 | 2%
Cc1ccccc1NC(=O)c1c(NC(=O)Cc2ccccc2)sc2c1CCC2 | 9%
CCc1ccc(CNC(=O)c2cc3cc4ccc(OC)cc4nc3o2)cc1 | -2%
Cc1ccc2ccc3cc(C(=O)N4CCN(c5ccccc5F)CC4)nc3c2[nH]1 | 0%
COc1ccc(CC(=O)Nc2c(C(=O)N3CCN(c4ccccc4)CC3)oc3ccccc23)cc1OC | -3%
CCc1ccc2nc(SCC(=O)NCC3CCCO3)c(C#N)cc2c1 (stereo unspecified) | 2%
CCC/C(=N\NC(=O)c1ccc(OC)c(OC)c1)c1ccccc1 | -1%
O=C(COc1ccc(Br)cc1CO)N1CCCc2ccccc21 | -2%
Cc1ccccc1SCC(=O)Nc1cc(S(=O)(=O)N2CCOCC2)ccc1N1CCOCC1 | -5%
CCc1cc(=O)[nH]c(SCCC(F)=C(F)F)n1 | -10%
Cc1ccc(Cl)cc1-n1c(CCC(=O)O)ccc1-c1cccs1 | 3%
Cc1ccc(-n2cc(CN3CCCN(C=O)CC3)c(-c3ccc(F)cc3)n2)cc1 | -36%[inhibitor]
O=C(N/N=C/c1ccccc1O)c1cc[n+]([O-])cc1 | -6%
Cc1ccc(OCCSc2nc(C)c(Cc3ccccc3)c(=O)[nH]2)cc1 | 0%
NC(=S)c1csc(CCNC(=O)c2ccccc2)n1 | 6%
COCC(C)n1c(SCC(=O)Nc2cc(C)on2)nc2ccccc2c1=O (stereo unspecified) | 1%
Cc1cccc(C)c1N(Cc1ccccc1F)S(C)(=O)=O | 3%
CC(C)Oc1ccc(C(CC(=O)O)n2cnnn2)cc1 (stereo unspecified) | 7%
C[C@H]1CN([C@@H](C)CO)C(=O)CCCn2nncc2CO[C@@H]1CN(C)Cc1cccc(C(F)(F)F)c1 | 1%
O=S(=O)(Nc1ccc(O)c2ccccc12)c1ccc(OC(F)(F)F)cc1 | 0%
CN1C(=O)CC(c2cn(Cc3ccccc3)c3ccccc23)C1=O (stereo unspecified) | 2%
CN(CCc1ccccn1)C(=S)Nc1cccc(S(=O)(=O)N(C)C)c1 | 3%
COc1cccc(-n2c(SCC(=O)NCc3cccs3)nc3ccccc3c2=O)c1 | -6%
CCOC(=O)c1cccc(NC(=O)c2ccc3c(c2)nnn3CC)c1 | -12%
COCCn1ccc2c(OCC(=O)Nc3cccc(C(F)(F)F)c3)cccc2c1=O | -4%
Cc1cc(C)cc(N2C(=O)CSC23C(=O)N(CC(=O)NC2CCCCC2)c2ccccc23)c1 (stereo unspecified) | 4%
CCCc1cc(C(=O)Nc2c(C)nn(Cc3c(Cl)cccc3Cl)c2C)no1 | 6%
CCOc1cc(/C=N\NC(=O)CN2CCOCC2)ccc1OCc1ccc(F)cc1 | -10%
Nc1nc(-c2ccccc2)c(-c2ccc([N+](=O)[O-])cc2)s1 | 1%

Later entries.
SMILES | aSyn yeast rescue
COc1ccc(NC(=O)COc2ccccc2C(=O)NCC(c2ccccc2)N(C)C)cc1Cl (stereo unspecified) | -44%[inhibitor]
O=C(Nc1ccccc1Cl)Nc1ccccc1Cl | -4%
Cc1ccc(NS(=O)(=O)c2cnc(N)nc2)c(C)c1 | 8%
CCC(C)NC(=O)c1ccccc1NC(=O)CN1C(=O)c2cccc3cccc1c23 (stereo unspecified) | 0%
CCOc1cc(S(=O)(=O)n2ccnc2C(C)C)ccc1Cl | -6%
COc1ccc(C)cc1Nc1nc2cc(Cl)c(Cl)cc2nc1-n1nc(C)cc1C | 5%
O=S(=O)(c1cc(C(F)(F)F)ccc1Cl)N1CCN(c2ccccn2)CC1 | 8%
O=C(COC(=O)/C=C/c1ccccc1)NCCNC(=O)COC(=O)/C=C/c1ccccc1 | -52%[inhibitor]

This is a subset; count on the stated rates, not on these rows.
